LGR2 inh: blocks bursicon-induced cAMP signaling via Drosophila LGR2. HEK293 LGR2, CRE-luciferase, bursicon-stimulated, 4 h. inhibition, % at 9.99 µM. 380,000 tested, 0.35% active;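 active means drop in luminescence signal, shown as inhibition above about 50% in the replicate tests, limit read from the data, passing the limit was not always enough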;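 further: agonist challenge used bursicon conditioned medium at about half maximal strength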
CASP6 VEID inh: caspase-6 (human) enzyme inhibition | 350,000 tested, 0.53% active | inhibition, % at 12.5 µM | P55212 | purified caspase-6, Z-VEID-R110 cleavage fluorescence;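 active means mean inhibition across replicates at least about 35%, with every replicate also reaching that limit, limit read from the data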;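 further: 0% = median of neutral control wells and 100% = no fluorescence left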
Target sequence (P55212 24-179 limits assumed): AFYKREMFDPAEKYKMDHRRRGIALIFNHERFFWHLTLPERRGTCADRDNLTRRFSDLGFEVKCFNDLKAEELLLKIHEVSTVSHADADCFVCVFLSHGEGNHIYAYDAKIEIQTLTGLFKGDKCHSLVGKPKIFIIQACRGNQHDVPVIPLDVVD
Target sequence (P55212 194-293 limits assumed): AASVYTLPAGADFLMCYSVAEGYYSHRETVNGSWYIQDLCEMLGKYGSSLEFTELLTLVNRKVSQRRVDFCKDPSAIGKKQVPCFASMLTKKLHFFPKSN
miR-122 sensor: inhibitors of miR-122 in Huh7 cells; activation (reporter increase), % at 12.5 µM; 340,000 tested, 0.3% active; Huh7 miR-122 Renilla luciferase sensor, 48 h; neutral wells = 0, positive control = 100;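 active means mean replicate activation score at least 90 and every replicate individually at or above 90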;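 further: higher luciferase means less miR-122 activity so hits act as miR-122 inhibitors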
EWS-Fli block: inhibitors of EWS/Fli oncoprotein transcriptional activity | inhibition, % at 12.6 µM | 350,000 tested, 0.67% active | A673 NR0B1-luciferase reporter, viability-normalised;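 active means mean inhibition of at least 50% after viability correction, with every replicate also passing that limit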;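 further: firefly luciferase signal divided by Alamar Blue viability fluorescence both relative to DMSO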
FN deposit inh: fibronectin deposition inhibition; AID 743247; 350,000 tested, 0.086% active; inhibition, % at 12.6 µM; AH1F fibroblasts, Alexa488-fibronectin deposition fluorescence, overnight;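 active means mean inhibition across replicates of 30% or more, regardless of how many single replicates reach that level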;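 further: positive control wells lacked labelled fibronectin entirely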
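Material: AH1F fibroblast monolayer depositing Alexa488-labelled fibronectin into matrix / Amount: 10000 AH1F cells per well / Signal: fluorescence 485/525 nm / Medium: DMEM, 2% serum / Compound: single dose, pinned / Incubation: 1 h cell adhesion before compound, then overnight fibronectin incubation / Reagent: Alexa488-FN, 24 nM final / Read-out: inhibition of fibronectin deposition signal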
PGC1a acetyl inh: modulators of PGC1a acetylation | AID 651687 | inhibition, % at 15.6 µM | 350,000 tested, 0.17% active | U2OS PGC1a acetylation, AlphaScreen anti-acetyl-lysine; with virally co-expressed GCN5 acetyltransferase;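 active means every replicate shows inhibition of at least 40%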;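 further: 0% = neutral control wells and 100% = positive control wells; some results beyond the cut were filed as inactive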
PAX8 inh HTS: lowers PAX8-driven luciferase in RMG-I cells. RMG-I TPO-luciferase reporter, SteadyGlo, 24 h. inhibition, % at 12.6 µM. 360,000 tested, 1.2% active. AID 652154;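 active means mean replicate inhibition at least 60% with every replicate also reaching 60%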;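 further: luciferase light reporting Pax8 driven TPO promoter activity; plate controls were median of neutral control wells for no effect and mitoxantrone controls for full effect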
Cneo AK release: causes C. neoformans cell lysis | adenylate kinase release luminescence, 4 h; normalised: neutral wells 0, clomiphene wells 100 | lysis activity, % at 15 µM | 360,000 tested, 0.2% active | AID 651654;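 active means mean lysis activity across replicates of at least 80%, whatever share of replicates individually reach that level; inactive means mean lysis activity below 80%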
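Signal: Adenylate kinase release luminescence | Assay system: Log-phase Cryptococcus neoformans yeast cells | Input: Cells at 5 × 10^6 per mL | Buffer or medium: Fresh YPD growth medium | Compound: Single dose | Schedule: Static 4 h at 37 °C with compound, 1 h detection | Controls: Clomiphene | Read-out: Luminescence rise reflecting yeast cell lysis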
The depositor's hits bear a star; · = no result given; & = joins results of further samples; [ ] = remark or other dose.

SMILES	LGR2 inh	CASP6 VEID inh	miR-122 sensor	EWS-Fli block	FN deposit inh	PGC1a acetyl inh	PAX8 inh HTS	Cneo AK release
COc1ccc(NS(=O)(=O)c2cccc(C(=O)NCC(c3ccc(OC)cc3)N3CCOCC3)c2)cc1 (stereo unspecified)	4	-3	0	3	8	-12	3	1
O=C1c2ccccc2C(O)(Cc2ccccc2)N1Cc1ccco1 (stereo unspecified)	4	6	2	0	·	-16	·	-6
O=C(O)c1cccc(NS(=O)(=O)c2ccc(NC(=O)c3ccco3)cc2)c1	12	11	-5	3	6	-3	9	-4
O=C(CN1CCN(S(=O)(=O)c2ccc(Br)cc2)CC1)N/N=C/c1ccccc1C(=O)O	-1	·	·	-4	-4	·	9	5
Oc1ccc2ccccc2c1/C=N/n1cnnc1	·	·	12	·	3	·	19	10
COc1ccc(/C=C/C(=O)N2CCOCC2)cc1OC	-2	-1	-7	-21	0	-2	-5	8
Oc1ccc(/C=N/Nc2ncnc3c2ncn3Cc2ccccc2)cc1O	-12	30	·	17	8	·	·	·
CC1(C)C([N+](=O)[O-])C(c2ccc(O)cc2)NC(c2ccc(O)cc2)C1[N+](=O)[O-] (stereo unspecified)	11	-1	-3	13	0	5	10	0
Cc1ccc(S(=O)(=O)N(C)C[C@H]2Oc3cc(C#CC4CCCC4)ccc3S(=O)(=O)N([C@H](C)CO)C[C@H]2C)cc1	3&7	-1&-2&2	82	14&16&6	-9&-14	-6&-10&3	18	2&-1&-8
Cc1onc(-c2ccccc2Cl)c1C(=O)N(C)C1CCCCC1	3	-2	1	4	-4	-4	-12	4
CC(C)NC(=O)Nc1ccc2c(c1)C(=O)N(C)[C@H]1CC[C@H](CC(=O)NC3CCCCC3)O[C@H]1CO2	2	·	33[16.7 µM]	-2	-19	-11	4	-1
C[C@H](CO)N1C[C@H](C)[C@H](CN(C)C(=O)Nc2ccc(C(F)(F)F)cc2)OCCCC[C@H](C)Oc2ccc(NS(=O)(=O)c3cn(C)cn3)cc2C1=O	3	1	12[16.7 µM]	-3	-22	-4	0	0
CCc1cccc2[nH]c3cc([N+](=O)[O-])ccc3c12	0	1	-2	11	10	·	-13	-4
Cc1noc(C)c1NC(=O)N(C)C[C@H]1Oc2ncc(C#CC3CC3)cc2C(=O)N([C@@H](C)CO)C[C@H]1C	5	-1	-1[16.7 µM]	-17	·	-3	·	-5
COc1cccc(NC(=O)Nc2ccc3c(c2)C(=O)N(C)C[C@@H](OC)[C@@H](C)CN[C@H](C)CO3)c1	-2	-2	-33[16.7 µM]	-14	0	-5	1	-3
C[C@H](CO)N1C[C@H](C)[C@H](CN(C)Cc2ccc(C(=O)Nc3ccccc3N)cc2)Oc2ccc(NS(=O)(=O)c3ccc(F)cc3)cc2CC1=O	-35	0	162*[16.7 µM]	30	·	3	24	-7
CCCSc1ccc([C@H]2N[C@@](CC(C)C)(C(=O)OC)[C@H]3C(=O)N(CC)C(=O)[C@@H]23)cc1	0	-1	-6	8	-3	10	13	1
COc1ccc(C)cc1S(=O)(=O)NC1CCCCC1	·	·	375*	·	-6	·	-15	3
Cc1c(C(=O)O)sc(S(=O)(=O)N2CCN(C(=O)Cc3ccccc3)CC2)c1C(=O)O	-2	6	-4	0	1	6	-1	2
CN1c2ccccc2C(=O)/C(=C\Nc2ccc(F)cc2)S1(=O)=O	·	-1	5	-1	-6	0	-4	4
NC(=O)CC(NC(=O)c1ccccc1)c1ccc(N2CCC(Br)CC2)c([N+](=O)[O-])c1 (stereo unspecified)	7	-4	-7	11	2	·	29	4
CCCCNC(=O)Cc1ccc(Br)cc1	-11	·	·	2	-2	·	2	·
Clc1ccc(-c2cn3cccnc3n2)cc1Cl	·	·	-3	·	-12	4	-165	7
O=C(NC1CCSC1=O)c1ccc(Cl)cc1 (stereo unspecified)	-4	3	-3	0	·	11	·	·
COc1ccccc1N1CCN(C(=O)C2CCN(S(=O)(=O)c3ccccc3)CC2)CC1	5	1	·	6	·	-6	·	-1
O=S(=O)(c1ccc(N2CC=C(c3ccccc3)CC2)nc1)N1CCCC1	·	·	-16	·	1	·	11	0
Cn1c(=O)n(CC(=O)NC2CCCCC2)c(=O)c2ccccc21	14	·	-4	·	·	-4	·	0
O=C(C[C@@H]1C[C@@H]2c3cc(NC(=O)CC4CC4)ccc3O[C@@H]2[C@@H](CO)O1)NCC1CC1	5	5	1[16.7 µM]	-3	-1	-5	10	1
COc1ccc(CN(C)C[C@@H]2Oc3c(NS(=O)(=O)c4ccc(C)cc4)cccc3C(=O)N([C@@H](C)CO)C[C@H]2C)cc1	7	4	8[16.7 µM]	-7	·	0	-13	0
O=C(COC(=O)/C=C/c1ccc(S(=O)(=O)N2CCOCC2)cc1)NC1CCCCCCC1	14	-1	·	6	-6	-9	13	·
COc1ccc(/C=C/C(=O)OCC(=O)NC2CCCCCC2)cc1OC	·	11	·	-1	-3	1	2	4
Cc1nn(CC(=O)NCc2cccnc2)c(=O)c2ccccc12	·	·	5	·	0	-2	·	2
O=C(N/N=C/c1cccc(OC(=O)c2ccc([N+](=O)[O-])cc2)c1)c1cccnc1	3	-2	-4	-5	6	·	-6	8
CCOc1ccc(C(=O)Nc2ccncc2)cc1	-10	-2	2	-33	·	·	·	-11
O=[N+]([O-])c1ccc(N2CCCCCC2)c(S(=O)(=O)N2CCCCC2)c1	·	·	9	·	-1	-4	15	-1
Cc1cc(C(=O)N/N=C/c2c[nH]c3ccccc23)cs1	-29	0	·	-27	-5	·	-14	·
O=C(c1ccccc1)N1C[C@H]2[C@@H](c3ccccc31)[C@@H](CO)N2Cc1cc(F)ccc1F	14	1	-4[16.7 µM]	1	·	-14	9	-4
CCS(=O)(=O)N1CCN=C1SCc1ccccc1	5	1	1	3	9	-4	-9	9
O=C(Cc1ccc(Cl)cc1)Nc1ccc(CN2CCCCC2)cc1	11	0	·	14	0	·	2	·
COC(=O)c1cc(C(=O)Nc2nnc(C3CC3)s2)cc([N+](=O)[O-])c1	0	·	-7	·	1	-11	13	·
CS(=O)(=O)c1nsc2nc(=O)c(/C=C3\C=Nc4ccccc43)c(N)n12	4	6	4	7	-5	8	-4	-3
Cc1ccc(/C=C/C(=O)OCn2nnc3ccccc3c2=O)o1	8	0	-13	1	-1	0	13	-13
CCc1nnc(NC(=O)CSc2nnc3c(n2)[nH]c2ccccc23)s1	11	-1	·	-5	-2	-3	-1	·
CCCN1Cc2cccc(C(=O)N3CCN(c4ccc(OC)cc4)CC3)c2C1=O	7	0	·	6	·	·	7	·
CO[C@H](CN(C)S(=O)(=O)c1ccc(Cl)cc1)[C@H](C)CN([C@@H](C)CO)S(=O)(=O)c1cccc(Cl)c1	9	1	·	18	6	-34	-8	-6
NC(=O)c1ccccc1OCC(=O)Nc1ccc2c(c1)CCC2	-61	-2	-5	-78	-14	14	-130	-3
Cc1ccccc1CCNC(=O)c1ccc(Cl)c(S(=O)(=O)N2CC(C)OC(C)C2)c1 (stereo unspecified)	25	2	-7	31	-12	-15	33	2
O=C(NCCS(=O)(=O)NCc1ccc2c(c1)OCO2)c1ccccc1	-10	-3	-8	2	2	-4	-4	3
CC(=O)Nc1cc2c3c(cccc3c1)-c1ccccc1-2	-76	-4	-16	-16	0	2	-62	·
O=C(Cn1cc2c(n1)CCCCC2)N1CCc2ccccc2C1	5	6	-3	-10	-6	4	-23	0
CCN(CC)CCCNC(=O)Cn1cnc2sc(C)c(S(=O)(=O)N3CCC(C)CC3)c2c1=O	-15	-1	-6	-1	-6	9	-5	-1
O=C(C1CCCN(Cc2ccccc2Br)C1)N1CCCCC1 (stereo unspecified)	·	·	0	·	·	10	-1	3
O=C(Cc1ccccn1)NCC[C@H]1CC[C@@H](NC(=O)c2ccccc2F)[C@H](CO)O1	6	1	·	-3	-16	1	0	28
Cc1nc2c(-c3ccc(F)cc3)c(C)nn2c(C)c1CCC(=O)NC(C)CCc1ccco1 (stereo unspecified)	7	-3	-13	8	-7	3	31	-1
O=c1cc(-c2ccccc2Cl)c2c([nH]1)CCC2	·	20	4	3	-11	1	10	0
Cc1ccccc1C(=O)NC1CCN(Cc2nnnn2Cc2ccccc2)CC1	·	·	-11	·	1	4	15	1
COc1cc(OC)c(OC)cc1CN1CCCC(C(=O)N2CCCC2)C1 (stereo unspecified)	5	4	1	-4	2	4	13	-1
COc1ccc(N(C(=O)COc2ccccc2)C2C=CS(=O)(=O)C2)cc1 (stereo unspecified)	2	-3	-7	1	·	12	·	-2
Cc1ccc(SC[C@H](CC(C)C)N2CCN(C)CCC2=O)cc1	-60	1	·	-89	4	·	-216	-3
COc1cccc(C(=O)N2CCN(c3ccccn3)CC2)c1	-14	-1	2	2	-3	3	-37	1
Continuation.
SMILES	LGR2 inh	CASP6 VEID inh	miR-122 sensor	EWS-Fli block	FN deposit inh	PGC1a acetyl inh	PAX8 inh HTS	Cneo AK release
C[C@H]1CCCCO[C@@H](CN(C)Cc2ccc(C(F)(F)F)cc2)[C@@H](C)CN([C@@H](C)CO)C(=O)c2cc(NS(=O)(=O)c3ccc(F)cc3)ccc2O1	14	1	-7[16.7 µM]	17	8	-1	96*	4
COc1ccc(C(C(=O)NC2CCCC2)N(C(=O)c2ccco2)c2ccccc2C(C)=O)cc1OC (stereo unspecified)	-14	-3	2	3	-1	·	5	0
COc1ccc(CN(C)C(=O)C2CC(=O)N(c3ccc4c(c3)OCCO4)C2)c(OC)c1 (stereo unspecified)	4	-2	·	1	·	·	13	1
COc1ccccc1-c1sc2ccccc2c1-c1ccccc1OC	33	3	-4	-1	6	·	12	0
CCc1cnc(N2[C@H](C#N)[C@@H](c3ccc(C#Cc4ccccc4F)cc3)[C@@H]2CO)s1	-6	3	·	-10	-5	-1	8	3
Cc1ccccc1OCCC(=O)OCC(=O)NC1CC1	11	0	-3	4	10	·	2	·
OCc1cccc(Nc2ncnc3sc4c(c23)CCCCC4)c1	12	17	-5	7	7	21	-3	·
Cc1cccc(C(=O)N(Cc2ccc(C)o2)C2CCS(=O)(=O)C2)c1 (stereo unspecified)	4	0	-4	4	3	-3	5	0
Cc1ccc(S(=O)(=O)Nc2cccc3c2O[C@H](CN(C)Cc2ccncc2)[C@@H](C)CN([C@H](C)CO)C3=O)cc1	16	1	64[16.7 µM]	1	1	-15	-7	0
O=C(c1ccc2c(c1)OCO2)N1CC[C@@H]2[C@H]1c1cc(-c3ccccc3)ccc1N[C@@H]2CO	-2	1	-4[16.7 µM]	12	-1	11	-13	2
O=C(Nc1cccc(C(=O)O)c1)/C(=C\c1ccc2c(c1)OCO2)NC(=O)c1ccc(Br)o1	15	2	·	-47	1	-9	-56	·

4 successive entries already listed:
SMILES	LGR2 inh	CASP6 VEID inh	miR-122 sensor	EWS-Fli block	FN deposit inh	PGC1a acetyl inh	PAX8 inh HTS	Cneo AK release
COc1ccccc1-c1sc2ccccc2c1-c1ccccc1OC	33	3	-4	-1	6	·	12	0
CCc1cnc(N2[C@H](C#N)[C@@H](c3ccc(C#Cc4ccccc4F)cc3)[C@@H]2CO)s1	-6	3	·	-10	-5	-1	8	3
Cc1ccccc1OCCC(=O)OCC(=O)NC1CC1	11	0	-3	4	10	·	2	·
OCc1cccc(Nc2ncnc3sc4c(c23)CCCCC4)c1	12	17	-5	7	7	21	-3	·

Source: PubChem BioAssay (Broad Institute)
